JMJD2A Tudor inh – JMJD2A Tudor domain (human) inhibition; Potency, µM (doses to about 114 µM), for inactives: at the top dose activity change, negative = inhibition, most hits filed as inhibitors; AID 504339; AlphaScreen JMJD2A-Tudor / H3K4me3 peptide binding; 390,000 tested, 4.4% active; O75164; further: potency means the concentration at half of the fitted maximal effect; on the % scale 0 is the no-effect control and ±100 the full control effect; nearly all actives have a fitted effect of over 50% in size
Target sequence (O75164 whole entry, looked up, the tested form may be a part): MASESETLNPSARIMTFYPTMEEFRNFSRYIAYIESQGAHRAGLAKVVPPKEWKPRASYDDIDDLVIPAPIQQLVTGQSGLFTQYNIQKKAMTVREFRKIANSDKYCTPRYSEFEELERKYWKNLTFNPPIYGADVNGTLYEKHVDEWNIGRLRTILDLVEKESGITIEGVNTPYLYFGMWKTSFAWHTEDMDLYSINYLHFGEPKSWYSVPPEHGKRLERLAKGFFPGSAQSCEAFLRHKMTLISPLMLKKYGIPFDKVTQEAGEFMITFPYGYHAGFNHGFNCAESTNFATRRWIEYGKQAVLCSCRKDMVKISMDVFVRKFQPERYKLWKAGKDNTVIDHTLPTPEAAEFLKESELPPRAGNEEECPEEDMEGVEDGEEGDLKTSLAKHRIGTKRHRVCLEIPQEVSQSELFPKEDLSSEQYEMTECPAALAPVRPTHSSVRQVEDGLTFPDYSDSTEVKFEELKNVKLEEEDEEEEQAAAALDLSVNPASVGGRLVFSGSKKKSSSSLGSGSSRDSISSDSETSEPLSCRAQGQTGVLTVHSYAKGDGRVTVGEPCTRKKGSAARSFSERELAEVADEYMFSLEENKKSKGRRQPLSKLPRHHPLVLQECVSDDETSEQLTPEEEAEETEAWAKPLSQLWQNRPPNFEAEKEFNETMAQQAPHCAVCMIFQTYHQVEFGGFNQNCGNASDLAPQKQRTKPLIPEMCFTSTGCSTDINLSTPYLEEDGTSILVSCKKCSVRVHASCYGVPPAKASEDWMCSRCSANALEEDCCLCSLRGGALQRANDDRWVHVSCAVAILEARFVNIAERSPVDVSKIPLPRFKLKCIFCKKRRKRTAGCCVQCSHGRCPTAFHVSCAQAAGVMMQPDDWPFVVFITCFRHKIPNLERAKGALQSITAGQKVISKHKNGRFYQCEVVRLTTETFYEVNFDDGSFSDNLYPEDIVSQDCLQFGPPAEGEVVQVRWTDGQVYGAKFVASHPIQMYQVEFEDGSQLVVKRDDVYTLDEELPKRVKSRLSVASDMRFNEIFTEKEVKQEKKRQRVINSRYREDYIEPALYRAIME
BAZ2B inh – blocks human BAZ2B; Potency, µM (series often up to 114 µM), inactives show at the top dose activity change, negative = inhibition, actives largely listed as inhibitors; Q9UIF8; AlphaScreen BAZ2B-H3K14Ac peptide displacement; 360,000 tested, 4.4% active; AID 504333; further: potency means the concentration at half of the fitted maximal effect; on the % scale 0 is the no-effect control and ±100 the full control effect; nearly all actives have a fitted effect of over 60% in size
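AlphaScreen displacement: compounds (up to 110uM) incubated 30 min at room temperature with a preformed 50 nM BAZ2B/50 nM biotinylated H3K14Ac peptide complex in PBS pH 7.4 with Tween-20. Donor and acceptor beads at 10 ug/mL final added, 20 min light-protected before reading.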
G9a inh – blocks human histone lysine methyltransferase G9a; AID 504332; Q96KQ7; G9a H3K9 monomethylation, AlphaScreen, 2 h; 350,000 tested, 8.8% active; Potency, µM (titrated, usually from 102 µM), inactives show top-dose activity, negative = inhibition, most hits filed as inhibitors; further: potency means the concentration at half of the fitted maximal effect; on the % scale 0 is the no-effect control and ±100 the full control effect; nearly all actives have a fitted effect of over 75% in size
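Quantitative HTS format: methyltransferase activity on a biotin-tagged H3K9 peptide is measured by AlphaScreen, using a rabbit anti-monomethyl-H3K9 antibody with streptavidin donor and anti-IgG acceptor beads. Final levels are 20 nM enzyme, 500 nM peptide, 20 uM SAM; 2 h RT.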
GLS inh – glutaminase GLS (human) inhibition; 410,000 tested, 0.21% active; AID 624170; GLS enzymatic activity, qHTS titration; Potency, µM (titrated, usually from 45.5 µM), inactives show at the top dose activity change, negative = inhibition, actives largely listed as inhibitors; O94925; further: potency means the concentration at half of the fitted maximal effect; on the % scale 0 is the no-effect control and ±100 the full control effect
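hKGA in 45 mM KH2PO4 (pH 8.2), 0.02% Tween-20 with compound, then 1mM L-Glutamine (stock as added) plus glutamate oxidase/HRP/Amplex red coupling mix. Fluorescence read initially and after 30 min at RT; signal change reflects glutamate formation.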
Pin1 inh – blocks the human prolyl isomerase Pin1; Q13526; Pin1 FP peptide displacement, HiFluor488, 10 min; Potency, µM (doses to about 115 µM), inactives show at the top dose activity, negative = inhibition, most hits filed as inhibitors; 390,000 tested, 0.009% active; active means well fitted inhibition curve with a large enough effect in the polarisation, with a control signal flat, not every such curve was filed as active; inconclusive means small, poorly fitted or top-dose-only effect, or effect the other way, or a change in a side signal; inactive means no such curve, though single readings can be large or run the other way; the % refers to the polarisation; further: potency means the concentration at half of the fitted maximal effect; on the % scale 0 is the no-effect control and ±100 the full control effect
ERG-DNA inh – ERG Ets/DNA interaction inhibition; P11308; fluorescence polarization, His-ERG Ets domain / labelled DNA; Potency, µM (top dose mostly 76.9 µM), without a hit: at the top dose FP activity, negative = inhibition, actives largely listed as inhibitors; 370,000 tested, 0.028% active; AID 624246; active means well fitted inhibition curve with a large enough effect in the polarisation, with a control signal flat; inconclusive means small, poorly fitted or top-dose-only effect, or effect the other way, or a change in a side signal; inactive means no such curve, though single readings can be large or run the other way; the % refers to the polarisation;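 further: polarization taken with two DNA probes labelled with fluorescein and Texas red; potency means the concentration at half of the fitted maximal effect; % of control where 0% means no effect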
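His-tagged ERG Ets domain (1 uM in the protein solution; 300mM KCl, 50mM Tris-HCl, 1mM EDTA, 1mM DTT, pH 7.5) received compound, then a probe mix of 5 nM fluorescein-DNA and 100nM Texas-615-DNA. Fluorescence polarization was read for both dyes.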
HP1b chromo inh – inhibitors of HP1-beta chromodomain binding to methylated histone tails | P83916 | AlphaScreen HP1-beta / biotin-H3K9me3 peptide binding | Potency, µM (titrated, usually from 114 µM), inactives show at the top dose activity change, negative = inhibition, most hits filed as inhibitors | 390,000 tested, 0.56% active; further: potency means the concentration at half of the fitted maximal effect; nearly all actives have a fitted effect of over 70% in size; inactives centre near 23
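AlphaScreen: HP1-beta (50 nM) preformed 30 min with biotin-H3(1-18)K9me3 peptide (50 nM) in PBS pH 7.4, 0.01% Tween-20. Compound added for 30 min at RT, then streptavidin donor/nickel chelate acceptor beads (10 ug/mL) for 30 min.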
PI4K2A block – PI4K2A (human) kinase inhibition | Q9BTU6 | 420,000 tested, 0.13% active | purified PI4K2A, ADP-Glo luminescence, 1 h; hits give low values | activity change, negative = inhibition, % at 76.9 µM; in the data active means activity change below about -50%; inconclusive means mostly about -30% to -49%;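 further: -100% = wells without enzyme as full effect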
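ADP-Glo luminescence measured ADP generated by PI4K2A enzyme (4 ug/mL before mixing) with 1.2 mM PI substrate (pre-mix) and 300 microM ATP (pre-mix). Tris pH7.5 buffer with MgCl2, Triton X-100; 1 h reaction at ambient temperature.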
Tb PGK inh – inhibitors of T. brucei phosphoglycerate kinase | P07378 | PGK/GAPDH coupled, Kinase-Glo luminescence, 60 min | Potency, µM (series often up to 57.5 µM), for the others: at the highest dose activity change, negative = inhibition, usual class: inhibitors | 380,000 tested, 0.043% active | AID 602233; further: potency means the concentration at half of the fitted maximal effect; on the % scale 0 is the no-effect control and ±100 the full control effect; nearly all actives have a fitted effect of over 60% in size
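Recombinant glycosomal PGK reaction used 1,3-bisphosphoglycerate generated in-well by GAPDH (100nM final) in 100mM TEA pH 7.6, 5mM MgCl2, 0.01% Tween-20. After 60 minutes at room temperature, ATP was read by Kinase-Glo Plus luminescence end-point.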
* marks the source's active call; other numbers are inactive results; i = inactive; ? = inconclusive; nt = not tested or not shown; & = joins results of further samples; [ ] = dose if it differs, or a comment. Unless noted, the call rests on the fitted dose curve; in most records, active means well fitted curve in the direction sought with a large enough effect; inconclusive means small, poorly fitted or top-dose-only effect, or another doubt; inactive means no such curve, though single readings can be large; an effect the other way counts as inactive or inconclusive.

SMILES	JMJD2A Tudor inh	BAZ2B inh	G9a inh	GLS inh	Pin1 inh	ERG-DNA inh	HP1b chromo inh	PI4K2A block	Tb PGK inh
CCN1CCN(c2nc(-c3cccnc3)nc3ccccc23)CC1	89.1µM*	-33.6%	?	17.3%	1.9%	nt	4.9%	-2.2	-9.7%
Nn1c(SCC(=O)NC2CCCc3ccccc32)nnc1-c1cccs1 (stereo unspecified)	-4.2%	-7.6%	15.7%	0.7%	5.8%	-0.4%	51.8%[activator]	2.3	3.4%
O=C(CSc1nnc(C2CC2)n1-c1ccccc1)NCCc1ccccc1	-4.6%	9.9%	-9.2%	5.3%	6.8%	2.6%	48.1%[activator]	-1.1	-0.8%
O=C(NCN1C(=O)C2C3C=CC(C3)C2C1=O)Nc1ccccc1O (stereo unspecified)	0.7%	16.8%	-24.3%	?	-5.6%	-5.2%	40.8%[activator]	0.0	i
CCCC(=O)Nc1cc(C)cn(Cc2c(F)cccc2Cl)c1=O	-21.9%	-12.4%	nt	1.0%	-2.4%	-4.8%	21.3%	-1.9	-4.8%
CCN(C(=O)CSc1nc(C)nc2sc3c(c12)CCC3)C1CCS(=O)(=O)C1 (stereo unspecified)	-31.7%	nt	nt	-0.2%	-0.7%	-13.9%	-18.4%	-13.1	-3.9%
COc1ccc(NS(=O)(=O)c2ccc(NS(=O)(=O)c3ccc4c(c3)OCCO4)cc2)cc1	?	-17.4%	0.9%[59 µM]	1.9%	-1.3%	-0.8%	2.8%	-0.3	i
COc1cc2ccccc2cc1C(=O)Nc1ccc2oc(-c3ccccc3)nc2c1	9.5%	0.4%	-38.4%[59 µM]	-8.8%	30.0%	-0.4%	36.5%	1.7	-6.1%
COc1ccc(CCNC(=S)Nc2ccc(C(C)C)cc2)cc1	-19.0%	-33.1%	-16.4%	7.8%	?	4.7%	32.6%	7.6	0.0%
CCN(CC)S(=O)(=O)c1cccc(C(=O)N/N=C2\CCCC(=O)C2)c1	-15.4%	-3.0%	nt	-2.2%	?	0.7%	33.7%	1.7	3.5%
COc1cc(C(c2nnnn2C2CCCC2)N2CCc3ccccc3C2)ccc1O (stereo unspecified)	?	-29.9%	1.78µM*	5.4%	-0.9%	-1.3%	?	-1.6	3.1%
COc1ccccc1CNC(=O)CCC(=O)N1CCOc2ccc(C)cc21	-16.0%	-22.7%	27.7%	10.8%	1.4%	-2.5%	37.0%	2.3	-4.5%
O=C(Nc1ccc(N2CCOCC2)cc1)c1ccc(Cl)cc1N1CCCC1=O	-24.3%	-24.3%	?	24.9%	-2.8%	-7.0%	12.3%	-2.6	-2.1%
COc1ccc(CNC(=O)CN(c2ccccc2)S(=O)(=O)N(C)C)cc1	-5.9%&-18.6%	-1.7%&27.1%	-13.9%	1.0%&2.6%	-3.9%&-0.2%	-10.2%&1.8%	23.8%[57 µM]	2.3&0.8	-10.4%&-1.1%
O=C1CC(SC(=NCc2ccc3c(c2)OCO3)Nc2ccccc2)C(=O)N1c1ccccc1 (stereo unspecified)	-13.0%	-0.7%	-2.2%[59 µM]	-5.0%	-1.8%	-8.2%	17.8%	14.2	-12.0%
COc1ccc(C(=O)N(Cc2ccccc2)c2ccc(C)cc2)cc1S(=O)(=O)N1CCOCC1	?	?	8.1%[0.501 µM]	3.1%	2.8%	6.7%	-19.1%	3.8	-0.6%
COC(=O)c1ccc(CNC(=O)c2cc3ccccc3oc2=O)cc1	-7.6%	0.4%	8.7%	-1.9%	-6.1%	1.1%	-15.1%	4.6	-1.8%
O=C(NCc1nnc(SCc2ccccc2)n1-c1ccc(F)cc1)C12CC3CC(CC(C3)C1)C2	-24.3%	-1.4%	-9.5%	0.2%	5.1%	8.6%	16.9%	2.8	-0.3%
O=c1[nH]ncc(N/N=C/c2ccccc2)c1Cl	-10.3%	-3.4%	3.7%[59 µM]	21.9%	0.0%	-11.7%	10.6%	-6.0	-13.0%
O=C1c2ccccc2S(=O)(=O)N1CC(O)Cn1ccc2ccccc21 (stereo unspecified)	-27.0%	-7.3%	-29.3%[59 µM]	9.9%	?	-6.5%	29.2%	0.1	i
COc1cc(OC)cc(C(=O)NCCNc2nc3cc(C)cc(C)c3cc2C#N)c1	11.1%	4.1%	nt	-11.3%	9.3%	2.7%	34.2%	0.6	-4.7%
CCN(C(=O)CSc1nnc(-c2cccs2)n1N)c1c(N)n(Cc2ccccc2)c(=O)[nH]c1=O	-4.8%	12.8%	2.9%[0.501 µM]	1.6%	5.7%	2.7%	18.4%	-0.4	-4.3%
Cc1c(C(=O)Nc2nnc(SCc3ccccc3Cl)s2)cccc1[N+](=O)[O-]	-6.4%	6.6%	-13.3%[59 µM]	-1.4%	?	-3.5%	36.4%	0.9	i
Cc1c(-c2ccc(OCc3ccccc3)cc2)nc2ccccc2c1C(=O)O	-15.1%	-2.8%	27.3%	9.6%	-1.0%	-2.9%	23.9%	0.4	-4.3%
Cc1ccc(S(=O)(=O)NC(=O)COc2cc(C)ccc2C(C)C)cc1	-10.3%	-19.6%	-43.7%	10.6%	2.2%	-13.8%	26.9%	-2.1	-5.2%
Cc1nc(-c2ccccc2)sc1CCNC(=O)c1ccco1	-17.4%	14.8%	60.2%[activator][59 µM]	3.3%	0.2%	-1.0%	20.4%[57 µM]	4.3	5.2%
CC1CCCC(NC(=O)CCC(=O)NCc2ccccc2)C1C (stereo unspecified)	-11.3%	-4.5%	13.6%	-3.6%	-3.6%	7.2%	44.2%[activator]	1.5	-0.2%
O=C(COC(=O)c1n[nH]c(=O)c2ccccc12)NC1CCCCC1	11.4%	-1.9%	-1.1%[12.7 µM]	-13.3%	-3.0%	-20.6%	54.4%[activator]	1.3	i
CCN(c1ccccc1)S(=O)(=O)c1ccc(Cl)c(NC(=O)COC(=O)c2ccc[n+]([O-])c2)c1	14.8%	0.3%	-3.4%	-0.2%	-0.4%	-3.4%	36.7%	2.3	-4.3%
CCOC(=O)C1CCCN(c2c(NCCCN(CC)c3cccc(C)c3)c(=O)c2=O)C1 (stereo unspecified)	-12.3%[11.4 µM]	-30.1%	?	46.1%[activator]	-7.0%	1.8%	-26.3%	0.8	-7.4%
CCC(CC)C(=O)Nc1ccc(Cl)c(Cl)c1	7.4%	4.5%	-0.2%[59 µM]	-17.6%	2.2%	-12.8%	65.2%[activator]	2.5	i
CC1CN(S(=O)(=O)c2cc(C(=O)N3CCCCC3C)ccc2Cl)CC(C)O1 (stereo unspecified)	-4.1%	nt	nt	0.5%	-2.5%	-0.6%	47.6%[activator]	4.3	-2.4%
Cc1nnc(NC(=O)CSc2cn(CCNC(=O)c3ccccc3)c3ccccc23)s1	-15.5%	-2.6%	28.2µM*	4.0%	-0.4%	2.0%	47.7%[activator]	-5.6	-7.3%
Cc1ccc(-c2cc(C(=O)N/N=C/c3ccc(Cl)cc3)n[nH]2)o1	?	-38.9%	-5.7%[12.7 µM]	2.3%	20.6%	-16.1%	-5.7%	2.7	-10.0%
COc1ccc(CNC(=O)C(C#N)c2nc3ccccc3nc2N2CCCC2)cc1 (stereo unspecified)	-8.9%	-8.3%	-1.3%[59 µM]	3.1%	?	3.3%	19.0%	2.6	2.6%
CCCc1cc(=O)n2[nH]cnc2n1	-17.7%	13.5%	14.6%[12.7 µM]	13.9%	?	-4.7%	28.0%	1.0	0.2%
CC(=O)NC(CC(=O)OCC(=O)N1CCN(S(=O)(=O)c2ccc(C)cc2C)CC1)c1ccccc1 (stereo unspecified)	-11.0%	-3.8%	6.2%[12.7 µM]	4.5%	12.4%	11.3%	31.0%	-3.1	4.5%
CCn1c(SC(C)C(=O)Nc2nccs2)nnc1-c1ccncc1 (stereo unspecified)	-12.5%	-2.6%	41.3%	0.1%	6.4%	-4.8%	5.7%	-3.1	i
CCOc1ccc(C(=O)N[C@H](C(=O)NNC(=O)c2cccs2)C(C)C)cc1	-2.7%	nt	nt	-4.8%	-1.8%	-4.2%	24.2%	-0.3	-5.4%
O=C(Nc1ccc(S(=O)(=O)N2CCCCC2c2cccnc2)cc1)c1c(F)cccc1F (stereo unspecified)	-7.5%	-23.2%	?	-3.0%	-3.5%	-3.2%	65.1%[activator]	-3.2	nt
COc1ccc(-c2ccc(OC)c([C@H]3[C@H]4C=CC[C@@H](C)[C@@H]4C(=O)N3Cc3ccccc3)c2)cc1	-24.8%	-18.2%	-0.3%[59 µM]	11.7%	5.8%	-1.6%	25.0%	-1.4	-0.5%
O=C(CSc1nc(COc2ccccc2)nc2ccccc12)NC1CCCC1	-5.8%	-28.0%	-10.4%	0.0%	16.9%	2.8%	63.8%[activator]	-0.6	-10.2%
COc1ccc(NC(=O)Cn2cnc3sc(C)c(S(=O)(=O)N4CCOCC4)c3c2=O)c(OC)c1	2.7%	6.3%	4.4%	0.0%	4.8%	-5.7%	49.7%[activator]	-0.7	-7.7%
COCCn1c(SCC(=O)Nc2cccc(F)c2)nc2c(c1=O)SCC2	2.1%	-38.2%	-4.7%	-1.7%	-1.8%	1.1%	33.5%	-1.3	-1.9%
COc1ccc(CCC(=O)NC(C)C)cc1	-22.9%	8.3%	2.2%[59 µM]	-2.1%	-1.8%	-10.9%	11.2%	-4.4	-0.5%

Compound activity as filed in PubChem.
